# Epigenetic derep – derepresses silenced GFP reporter in murine cells. murine LDR cells, GFP reporter derepression, 30 h. Potency, µM (top dose mostly 53.9 µM), without a hit: at the highest dose GFP activation, hits mostly activators. 0.2% of 280,000 active. AID 1865; further: potency means the concentration at half of the fitted maximal effect; % of control where 0% means no effect; nearly all actives have a fitted effect of over 60% in size
#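 Reporter derepression read as number of fluorescent GFP-positive objects, 20-120 um in size, counted by laser-scanning cytometer. Mouse LDR line with an epigenetically silenced CMV-GFP locus; compound incubation 30 h, 37 C.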
# Tau fibril FP – tau fibrillization inhibition (FP). K18 P301L tau heparin fibrillization, Alexa594 FP, 6 h. P10636. 0.39% of 280,000 active. Potency, µM (highest dose often 57.7 µM), for the others: top-dose activity, negative = inhibition, actives largely listed as inhibitors; further: potency means the concentration at half of the fitted maximal effect; on the % scale 0 is the no-effect control and ±100 the full control effect; nearly all actives have a fitted effect of over 55% in size
# Target sequence (P10636 561-689 P618L limits assumed): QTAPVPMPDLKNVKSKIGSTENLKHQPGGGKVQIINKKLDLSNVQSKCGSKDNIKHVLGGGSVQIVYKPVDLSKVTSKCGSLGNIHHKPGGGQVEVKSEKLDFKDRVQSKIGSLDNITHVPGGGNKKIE
#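 Steps: dispense K18 P301L tau (15 uM plus 0.24 uM Alexa 594 tracer, final) in pH 7 sodium acetate; add compound; add heparin (20 uM final); incubate 6 hr, 37 C; add ThT (30 uM final); after 1 hr ambient, read FP.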
# TRb-SRC2 inh – disrupts binding of human TR beta to SRC2 | Potency, µM (doses to about 106 µM), for inactives: top-dose activity change, negative = inhibition, most hits filed as inhibitors | P10828 | TRbeta-SRC2 peptide binding, fluorescence polarization; receptor liganded with 1 µM T3 | AID 1469 | 0.065% of 280,000 active;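 further: potency means the concentration at half of the fitted maximal effect; plate controls were bound peptide for no effect and peptide without receptor for full effect; nearly all actives have a fitted effect of over 50% in size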
# Target sequence (P10828 whole entry, looked up): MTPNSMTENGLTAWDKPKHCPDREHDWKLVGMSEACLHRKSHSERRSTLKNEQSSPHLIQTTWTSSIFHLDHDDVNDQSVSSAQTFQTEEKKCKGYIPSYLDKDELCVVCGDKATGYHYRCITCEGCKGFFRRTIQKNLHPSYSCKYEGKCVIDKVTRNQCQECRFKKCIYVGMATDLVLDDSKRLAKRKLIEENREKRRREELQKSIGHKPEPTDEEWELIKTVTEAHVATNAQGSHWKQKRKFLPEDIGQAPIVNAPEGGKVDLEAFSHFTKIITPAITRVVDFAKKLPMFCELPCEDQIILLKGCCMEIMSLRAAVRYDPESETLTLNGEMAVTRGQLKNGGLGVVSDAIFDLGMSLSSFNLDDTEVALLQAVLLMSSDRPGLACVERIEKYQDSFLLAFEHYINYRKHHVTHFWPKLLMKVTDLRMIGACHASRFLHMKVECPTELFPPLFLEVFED
#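 Human TRb ligand-binding domain (0.6 uM) is mixed with 20 nM Texas Red SRC2 peptide and 1 uM T3; after compound addition and 5 hr at ambient temperature, polarization is measured and normalized to unbound and bound controls.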
# Tau fluor counter – counter-screen for tau fibril formation inhibitors | tau K18 P301L Alexa594 fluorescence, heparin fibrillization | Potency, µM (top dose mostly 57.7 µM), for the others: at the top dose activity change, negative = decrease | 0.93% of 280,000 active | AID 1463; further: potency means the concentration at half of the fitted maximal effect; on the % scale 0 is the no-effect control and ±100 the full control effect; nearly all actives have a fitted effect of over 55% in size
#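 Human tau K18 P301L (15 uM unlabeled, 0.24 uM Alexa 594-labeled) in 100 mM sodium acetate pH 7 with 20 uM heparin, 6 hr at 37 C. ThT 30 uM added, 1 hr ambient; Alexa 594 FP and total fluorescence read at 555/632 nm.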
# NPSR antag – neuropeptide S receptor (human) antagonism, cAMP. CHO-NPSR cells, cAMP TR-FRET, antagonist mode. Potency, µM (top dose mostly 38.3 µM), for inactives: at the top dose activity change, negative = inhibition, actives largely listed as inhibitors. Q6W5P4. 1% of 220,000 active; further: potency means the concentration at half of the fitted maximal effect; on the % scale 0 is the no-effect control and ±100 the full control effect; nearly all actives have a fitted effect of over 50% in size; many of its hits are not listed in these tables
# aGal spleen mod – alpha-galactosidase A (human) modulation; 0.008% of 240,000 active; P06280; human spleen homogenate, 4MU-alpha-Gal fluorescence, 40 min; Potency, µM (top dose mostly 80 µM), inactives show top-dose activity change, negative = inhibition, most hits filed as inhibitors;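 further: potency means the concentration at half of the fitted maximal effect; 0% = enzyme with vehicle and -100% = no enzyme basal signal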
# Target sequence (P06280 32-429 limits assumed): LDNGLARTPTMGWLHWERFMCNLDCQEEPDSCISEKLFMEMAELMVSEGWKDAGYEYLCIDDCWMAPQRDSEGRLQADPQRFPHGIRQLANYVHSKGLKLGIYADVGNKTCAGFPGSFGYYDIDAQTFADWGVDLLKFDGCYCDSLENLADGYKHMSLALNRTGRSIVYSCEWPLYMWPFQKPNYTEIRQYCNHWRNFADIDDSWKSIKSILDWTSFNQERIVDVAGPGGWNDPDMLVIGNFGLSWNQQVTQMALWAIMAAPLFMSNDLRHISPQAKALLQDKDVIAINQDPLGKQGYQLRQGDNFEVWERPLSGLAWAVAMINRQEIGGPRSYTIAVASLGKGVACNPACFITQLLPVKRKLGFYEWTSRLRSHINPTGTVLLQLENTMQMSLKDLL
#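 Inhibition or activation of alpha-galactosidase in human spleen homogenate is scored by 4-MU fluorescence after 40 min at 37C, pH 5.0, with 1 mM substrate. AC50s come from concentration-response fitted to the Hill equation.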
# CBFb-RUNX1 inh – inhibitors of human CBF-beta and RUNX1 interaction; Q01196+Q13951; AlphaScreen CBFb-His/RUNX1-biotin binding, biochemical; Potency, µM (series often up to 59.8 µM), inactives show at the top dose activity, negative = inhibition, usual class: inhibitors; 230,000 tested, under 10 active; AID 1477; further: % of control where 0% means no effect
#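 CBFb-His/RUNX1-biotin, 30 nM each, preincubated 20 min RT; compound 15 min RT; Ni + streptavidin beads 50 ng each, 90 min RT; AlphaScreen read.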
# TR SRC2 fluor cs – alters Texas Red total fluorescence, flagging assay interference. TRb/SRC2 Texas Red total fluorescence interference. 0.29% of 280,000 active. Potency, µM (titrated, usually from 106 µM), without a hit: at the top dose fluorescence change, negative = quenching; active means well fitted curve in either direction with a large enough effect; inconclusive means small, poorly fitted or top-dose-only effect; further: potency means the concentration at half of the fitted maximal effect; on the % scale 0 is the no-effect control and ±100 the full control effect
#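 Flags fluorescent or light-absorbing compounds by total fluorescence, S + 2P, at 555 nm excitation and 632 nm emission. Mixture: 20 nM Texas Red SRC2 peptide, 0.6 uM human TRb LBD, 1 uM T3, 5% DMSO; compound exposure 5 h at ambient temperature.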
# An asterisk follows results filed as active; ? = inconclusive; . = no result given; & = joins results of further samples; [ ] = dose if it differs, or a comment. Unless noted, the call rests on the fitted dose curve; in most records, active means well fitted curve in the direction sought with a large enough effect; inconclusive means small, poorly fitted or top-dose-only effect, or another doubt; inactive means no such curve, though single readings can be large; an effect the other way counts as inactive or inconclusive. An excerpt; the hit share may differ from the screen's.
1. CCOC(=O)c1ccc(N2C(=O)CC(C3CCCO3)C2=O)cc1 (stereo unspecified)
2. CCOc1ccc(C2C(C(=O)Nc3ccc(OC)cc3)=C(C)Nc3nc(CCCO)nn32)cc1 (stereo unspecified)
3. CS(=O)(=O)N(CC(=O)Nc1cccc(F)c1)Cc1ccccc1
4. CCCCCCN(C(=O)CCCCCN1C(=O)NC(c2ccc(-c3ccccc3)cc2)C(C(=O)OCc2ccccc2)=C1C)C(C(=O)NCCCC)c1ccccc1 (stereo unspecified)
5. CCC[C@@H]1C[C@@H](C(=O)N[C@H]([C@@H](C)O)[C@H]2O[C@H](SC)[C@H](O)[C@@H](O)C2O)N(C)C1 (stereo partly specified)
6. NNC(=O)c1ccc(COc2cccc3ccccc23)o1
7. COc1cc(NC(=O)CCc2c(C)nn(-c3ccc4nncn4n3)c2C)cc(OC)c1OC
8. O=C(CCCn1c(=S)[nH]c2ccc(Br)cc2c1=O)NCC1CCCO1 (stereo unspecified)

Compound	1	2	3	4	5	6	7	8
Epigenetic derep	2.9%	-2.6%	0.0%	-1.1%&-0.9%	-0.4%	0.0%	1.1%	3.9%
Tau fibril FP	0%	3%	1%	-2%&-7%	6%	10%	-1%	7%
TRb-SRC2 inh	2%	1%	2%	-1%&-2%	-7%	-4%	1%	0%
Tau fluor counter	1%	3%	1%	-5%&-7%	-7%	-25%	2%	-3%
NPSR antag	-6%[46.1 µM]	.	-7%[46.1 µM]	-4%	4%	-8%	.	-20%[46.1 µM]
aGal spleen mod	6%	.	5%	-9%&3%	8%	6%	.	-3%
CBFb-RUNX1 inh	3%	.	15%	12%&-7%	0%	-9%	.	4%
TR SRC2 fluor cs	0%	2%	0%	-1%&-1%	0%	0%	-1%	-4%

9. Cc1cccc(C2=NN(c3ccccc3)[C@H](CO)[C@H]2c2ccccc2)c1
10. O=C(N/N=C/C(Cl)=C/c1ccccc1)c1ccco1
11. Cc1ccccc1Nc1nnc(C)c(=O)n1N
12. O=C(Oc1ccccc1O)c1cccc2ccccc12
13. COC(=O)CNc1nc(-c2ccncc2)nc2ccccc12
14. O=C(Nc1ccccc1)Nc1cc(S(=O)(=O)N2CCOCC2)ccc1N1CCCC1
15. O=C(NNC(=O)c1cccs1)c1ccncc1
16. O=S(=O)(c1ccc2c(c1)OCCO2)N1CCN(c2nc3ccccc3s2)CC1

Compound	9	10	11	12	13	14	15	16
Epigenetic derep	3.1%	1.2%	4.6%	-1.0%	-1.1%	-0.9%	2.3%	2.1%
Tau fibril FP	?	-14%	0%	-4%	3%	5%	-3%	-13%
TRb-SRC2 inh	0%	1%	-8%	1%	-4%	-1%	2%	-11%
Tau fluor counter	18µM*[quencher]	-16%	3%	-23%	-8%	1%	4%	?
NPSR antag	.	23%	0%[46.1 µM]	11%	-10%[46.1 µM]	7%	6%	-16%[46.1 µM]
aGal spleen mod	?	-9%	-21%	4%	6%	2%	1%	-6%
CBFb-RUNX1 inh	?	5%	15%	0%	1%	-4%	0%	3%
TR SRC2 fluor cs	-8%	-2%	-6%	-6%	2%	-1%	0%	-1%

17. CCN(CC)S(=O)(=O)c1ccc(NC2c3ccccc3C(=O)N2c2ccc(C)cn2)cc1 (stereo unspecified)
18. C=CCn1c(COc2ccccc2F)nnc1SCC(=O)c1c[nH]c2ccccc12
19. CN1CCN(C(=O)c2cc(COc3ccc(F)cc3Cl)on2)CC1c1ccccc1 (stereo unspecified)
20. Cc1ccc(S(=O)(=O)Cn2nnnc2C(CC(C)C)N2CCN(c3ccc(F)cc3)CC2)cc1 (stereo unspecified)
21. CCOc1ccc(CCNC(=O)CCc2c(C)nc3c(-c4ccccc4)c(C)nn3c2C)cc1OCC
22. Cc1ccccc1C(=O)NNC(=O)C12CC3CC(CC(C3)C1)C2
23. CC#CCN1c2ccccc2[C@]23C[C@@H](C(=O)OC)N(C(=O)C4CCC4)C2=NC(C(=O)OC)=C(C(=O)OC)[C@H]13
24. O=C1/C(=C2/NCCN2C2CC(=O)N(c3ccccc3)C2=O)CC/C1=C\c1ccccc1 (stereo unspecified)

Compound	17	18	19	20	21	22	23	24
Epigenetic derep	0.0%	0.0%	-1.9%	0.0%	0.0%	0.0%	5.4%	-2.2%
Tau fibril FP	-4%	?	3%	8%	7%	-2%	1%[11.6 µM]	0%
TRb-SRC2 inh	3%	6%	-5%	3%	-3%	-1%	5%[11.2 µM]	-7%
Tau fluor counter	-25%	?	-17%	-14%	1%	-4%	-4%[11.6 µM]	-2%
NPSR antag	-14%[46.1 µM]	-12%	25%	1%[46.1 µM]	.	5%	-18%	-8%
aGal spleen mod	2%	5%	2%	-5%	.	1%	5%[17.5 µM]	-3%
CBFb-RUNX1 inh	1%	-12%	8%	10%	.	-4%	0%[13.1 µM]	12%
TR SRC2 fluor cs	0%	?	-1%	-1%	-8%	-5%	3%[11.2 µM]	0%

# 8 structures out of the list, sorted by molar mass, highest first.
20. Cc1ccc(S(=O)(=O)Cn2nnnc2C(CC(C)C)N2CCN(c3ccc(F)cc3)CC2)cc1 (stereo unspecified)
17. CCN(CC)S(=O)(=O)c1ccc(NC2c3ccccc3C(=O)N2c2ccc(C)cn2)cc1 (stereo unspecified)
14. O=C(Nc1ccccc1)Nc1cc(S(=O)(=O)N2CCOCC2)ccc1N1CCCC1
19. CN1CCN(C(=O)c2cc(COc3ccc(F)cc3Cl)on2)CC1c1ccccc1 (stereo unspecified)
18. C=CCn1c(COc2ccccc2F)nnc1SCC(=O)c1c[nH]c2ccccc12
16. O=S(=O)(c1ccc2c(c1)OCCO2)N1CCN(c2nc3ccccc3s2)CC1
24. O=C1/C(=C2/NCCN2C2CC(=O)N(c3ccccc3)C2=O)CC/C1=C\c1ccccc1 (stereo unspecified)
15. O=C(NNC(=O)c1cccs1)c1ccncc1

Compound	20	17	14	19	18	16	24	15
Epigenetic derep	0.0%	0.0%	-0.9%	-1.9%	0.0%	2.1%	-2.2%	2.3%
Tau fibril FP	8%	-4%	5%	3%	?	-13%	0%	-3%
TRb-SRC2 inh	3%	3%	-1%	-5%	6%	-11%	-7%	2%
Tau fluor counter	-14%	-25%	1%	-17%	?	?	-2%	4%
NPSR antag	1%[46.1 µM]	-14%[46.1 µM]	7%	25%	-12%	-16%[46.1 µM]	-8%	6%
aGal spleen mod	-5%	2%	2%	2%	5%	-6%	-3%	1%
CBFb-RUNX1 inh	10%	1%	-4%	8%	-12%	3%	12%	0%
TR SRC2 fluor cs	-1%	0%	-1%	-1%	?	-1%	0%	0%

# Additional compounds
25. Cn1ccc(NC(=O)Nc2cccc([N+](=O)[O-])c2)n1
26. COc1cc(OC)c2c(=O)c(O)c(-c3ccc(OC)c(OC)c3)oc2c1
27. CCCOc1ccc(-c2nn(-c3ccccc3)cc2C2NC(=O)NC(C)=C2C(=O)OC)cc1 (stereo unspecified)
28. COc1ccccc1NC(=S)NC(=O)CCCOc1ccc(Cl)cc1Cl
29. O=C(CN1C(=O)C2CCCCN2c2ccc(C(=O)N3CCCC3)cc21)NCc1cccc(Cl)c1 (stereo unspecified)
30. COc1ccccc1C/C(N)=N/OC(=O)COc1cc(C)cc(C)c1C
31. CC(=O)c1ccc(NC(=O)CN(C)S(=O)(=O)c2cnc[nH]2)cc1
32. O=C(NCCC1=CCCCC1)c1coc(=O)c(Br)c1

Compound	25	26	27	28	29	30	31	32
Epigenetic derep	1.8%	2.5%	-1.3%	0.0%	-1.7%	-0.1%	-3.7%	?
Tau fibril FP	1%	-8%	-6%	?	1%	5%	-4%	1%
TRb-SRC2 inh	1%	0%	-1%	-13%	8%	-4%	6%	-5%
Tau fluor counter	-22%	-22%	-29%	?	-3%	-2%	-9%	-12%
NPSR antag	-5%	.	.	-20%[46.1 µM]	.	-31%	.	0%[46.1 µM]
aGal spleen mod	8%	-4%	.	-5%	.	5%	.	7%
CBFb-RUNX1 inh	1%	.	.	9%	.	?	.	4%
TR SRC2 fluor cs	-1%	2%	-2%	-1%	-23%	-1%	-2%	-2%

33. C[C@@H]1C=C[C@](Cc2ccccc2)(C(=O)NCCN2CCOCC2)N1C(=O)c1ccccc1
34. CC(=O)Nc1ccc(NC(=O)CSc2nc3ccccc3nc2N2CCOCC2)cc1
35. CCOC(=O)C1CCN(C(=O)CSc2c3c(nc4ccccc24)CCC3)CC1
36. O=C(CCCOc1ccc(Cl)cc1Cl)N/N=C\C1CCCCC1
37. COc1cc(NC(=O)Cc2nn(C)c(=O)c3ccccc23)cc(OC)c1OC
38. CCN(CC)c1ccc(CN2CCC(C(=O)NCc3ccc(C)cc3)CC2)cc1
39. O=C1C2C3C=CC(C3)C2C(=O)N1c1ccc2c(c1)OCO2 (stereo unspecified)
40. CCOC(=O)N1CCN(C(=O)NC2CCCCC2)CC1
41. CCOC(=O)Cn1c(-c2cccs2)cc2cc(Cl)ccc21
42. CC(C(=O)Nc1sc2c(c1C(=O)NCc1ccco1)CCCC2)N1C(=O)c2ccccc2C1=O (stereo unspecified)

Compound	33	34	35	36	37	38	39	40	41	42
Epigenetic derep	0.2%	-1.0%	8.6%	-1.4%	0.2%	-1.1%	-1.0%	3.6%	0.3%	0.1%
Tau fibril FP	-5%	-4%	-4%	6%	2%	-8%[2.34 µM]	?	-7%	-11%	-4%
TRb-SRC2 inh	3%	-2%	-3%	-23%	-2%	-5%	4%	-21%	1%	-1%
Tau fluor counter	-11%	?	-14%	-5%	-3%	3%[2.34 µM]	?	4%	-28%	-19%
NPSR antag	.	.	-34%	4%[46.1 µM]	-5%	3%	2%[46.1 µM]	2%[46.1 µM]	.	-18%[46.1 µM]
aGal spleen mod	-1%	.	9%	0%	3%	8%	-7%	-3%	.	3%
CBFb-RUNX1 inh	13%	.	-5%	1%	2%	8%	5%	1%	.	-3%
TR SRC2 fluor cs	-2%	3%	0%	0%	-3%	-3%	-6%	-2%	-1%	1%

# From PubChem BioAssay
